Casp6 inh: human caspase-6 inhibitors, primary screen, biochemical, VEID-R110 fluorescence, single point, set 2; hit rate 0.53% among 350,000; inhibition, % at 12.5 µM; purified caspase-6, Z-VEID-R110 cleavage fluorescence; P55212;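 active means mean inhibition across replicates at least about 35%, with every replicate also reaching that limit, limit read from the data; inconclusive means only one of the two criteria met; inactive means neither criterion met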;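 further: 0% = median of neutral control wells and 100% = no fluorescence left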
Target sequence (P55212 24-179 limits assumed): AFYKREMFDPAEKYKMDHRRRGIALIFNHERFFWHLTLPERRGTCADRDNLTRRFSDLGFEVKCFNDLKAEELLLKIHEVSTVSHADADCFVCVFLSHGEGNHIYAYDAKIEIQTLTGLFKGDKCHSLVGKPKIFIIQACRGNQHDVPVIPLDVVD
Target sequence (P55212 194-293 limits assumed): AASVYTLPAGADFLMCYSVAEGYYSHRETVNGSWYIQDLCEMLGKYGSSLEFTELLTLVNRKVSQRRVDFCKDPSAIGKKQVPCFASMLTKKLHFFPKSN
SIRT5 block: SIRT5 desuccinylase inhibitors, primary screen, biochemical, fluorescence imaging, single point, set 5. hit rate 1.1% among 330,000. NAD-dependent protein deacylase sirtuin-5, mitochondrial (Homo sapiens), Q9NXA8. inhibition, % at 15 µM. AID 652115, 2013. Purified SirT5, succinyl-peptide AMC, trypsin-coupled fluorescence; in the data active means inhibition above about 15%; inconclusive means no clear call, values can overlap the other calls
Target sequence (Q9NXA8 whole entry, looked up): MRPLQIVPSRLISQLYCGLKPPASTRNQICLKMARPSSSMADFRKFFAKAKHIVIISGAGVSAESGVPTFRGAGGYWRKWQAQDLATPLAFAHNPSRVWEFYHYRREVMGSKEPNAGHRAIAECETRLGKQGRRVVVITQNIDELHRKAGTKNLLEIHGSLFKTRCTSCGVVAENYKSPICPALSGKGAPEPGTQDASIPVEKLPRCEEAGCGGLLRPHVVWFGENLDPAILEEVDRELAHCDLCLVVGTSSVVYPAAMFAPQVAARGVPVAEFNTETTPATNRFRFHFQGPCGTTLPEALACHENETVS
S100A4 MyoIIA: inhibitors of S100A4-myosin IIA peptide binding, primary screen, biochemical, fluorescence polarization, TAMRA-MyoIIA peptide | Protein S100-A4 (Homo sapiens), P26447 | inhibition, % at 10.7 µM | hit rate 0.14% among 360,000 | AID 652163, 2013;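 active means mean inhibition of at least 70% across replicates, with every replicate also reaching that level; inconclusive means mean inhibition reaches 70% but some replicates fall short; inactive means mean inhibition below 70%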
Target sequence (P26447 whole entry, looked up): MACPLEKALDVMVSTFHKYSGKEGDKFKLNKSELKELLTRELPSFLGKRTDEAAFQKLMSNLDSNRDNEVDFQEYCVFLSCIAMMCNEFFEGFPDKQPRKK
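Test system: S100A4 monomer protein. Medium: HEPES buffer with Ca2+, pH 7.2. Reagent: fluorescent myosin IIA peptide, 5 nM. Compound dosing: single-point compound testing. Timing: 5 min between mix addition and reading. Benchmarks: DMSO neutral and TFP positive wells.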
Statin myotox sup: suppressors of statin myotoxicity in C2C12 myotubes, primary screen, cell-based, single point, plate reader; C2C12 myotubes + simvastatin, ATP luminescence, 48 h; scaled: DMSO 0, geranylgeraniol control 100; rescue of ATP level, % at 7.49 µM; hit rate 0.78% among 330,000; AID 602340, 2012;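 active means mean ATP rescue above about 67%, or every replicate alone reaching that limit, limit read from the data, passing the limit was not always enough; inconclusive means no clear call, values can overlap the other calls; inactive means mean under the limit and some replicate under it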;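 further: myotubes were challenged with 10 µM simvastatin during compound exposure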
LGR2 antag: inhibitors of bursicon-induced LGR2 CRE-luciferase signal, primary screen, cell-based, HEK293, CRE-luciferase reporter, bursicon stimulation. bursicon-stimulated, 4 h. inhibition, % at 9.99 µM. hit rate 0.35% among 380,000;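 active means drop in luminescence signal, shown as inhibition above about 50% in the replicate tests, limit read from the data, passing the limit was not always enough; inconclusive means probably only some replicates passing the limit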;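 further: agonist challenge used bursicon conditioned medium at about half maximal strength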
FN deposition inh: inhibitors of fibronectin matrix deposition, primary screen, AH1F cells, Alexa488-fibronectin fluorescence, plate reader; AH1F fibroblasts, overnight; inhibition, % at 12.6 µM; hit rate 0.086% among 350,000; AID 743247, 2014;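 active means mean inhibition across replicates of 30% or more, regardless of how many single replicates reach that level; inconclusive means mean under 30% yet at least half of replicates reach 30%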;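 further: positive control wells lacked labelled fibronectin entirely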
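Assay system: AH1F fibroblasts assembling fluorescent fibronectin matrix; Amount: 10000 AH1F cells per well; Buffer or medium: DMEM, 2% serum; Probe or stimulus: Alexa488-fibronectin, 24 nM final in well; Doses: single compound dose, delivered by pin transfer; Incubation: 1 h adhesion, overnight exposure; Measured by: fluorescence 485/525 nm; Read-out: fibronectin deposition inhibition.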
esBAF inh: Bmi1 luciferase reporter increase in mESCs, primary screen, esBAF inhibitor project, mouse ES cells, Bmi1 luciferase knock-in, single point; AID 602393, 2012; 24 h; 100% = twice the neutral-well signal; reporter increase, % at 12.5 µM; hit rate 2% among 350,000; in the data active means activation above about 40%; inconclusive means no clear call, values can overlap the other calls;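 further: 0% = median of the plate's neutral control wells and 100% = double that signal; a rise in the Bmi1 reporter signal indicates esBAF inhibition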
* = called active by the depositor; ? = inconclusive; . = not tested or not shown. Some of the compounds tested; rates above refer to the full screens.

SMILES	Casp6 inh	SIRT5 block	S100A4 MyoIIA	Statin myotox sup	LGR2 antag	FN deposition inh	esBAF inh
Cc1ccc(S(=O)(=O)N2CCC(C(=O)OCC(=O)N(C)C3CCS(=O)(=O)C3)CC2)cc1C (configuration not stated)	-5	3	-10	13	-5	-1	-1
COc1ccc(NC(=O)Nc2ccc3c(c2)CC(=O)N([C@@H](C)CO)C[C@H](C)[C@@H](CN(C)CC2CC2)O3)cc1	0	-1	-23	2	-7	.	-1
COc1ccccc1NC(=O)Nc1nc(CC(=O)Nc2cc(F)ccc2F)cs1	-3	2	-4	7	7	-5	8
CCOc1ccc(CCNC(=O)c2cc3sc(Cl)cc3n2C)cc1OCC	.	.	.	34	.	-1	5
CCN1CCN(C(=O)C(C)Sc2nc3nc(C)cc(C)n3n2)CC1 (configuration not stated)	0	3	1	-15	.	-2	.
COc1ccc(C#Cc2ccc([C@@H]3[C@H](CO)N4C(=O)CN(C(C)=O)C[C@@H]34)cc2)cc1	.	-6	-20	.	5	.	.
CCOc1ccc(OCCC(=O)N(CCC(C)C)c2c(N)n(Cc3ccccc3)c(=O)[nH]c2=O)cc1	-4	0	-1	-14	15	3	-7
CNC[C@H]1Oc2cc(C#Cc3cccnc3)ccc2S(=O)(=O)N([C@H](C)CO)C[C@@H]1C	1	2	5	5	10	-3	-1
Cc1cc(SCc2ccc(C(F)(F)F)cc2)nc(=O)[nH]1	0	-2	1	4	-2	4	1
Nc1nc(N)nc(-c2cc(O)ccc2O)n1	0	1	-1	-4	35	6	-11
Cc1ccc2cc(/C=N/NC(=O)[C@H]3C[C@@H]3c3ccccc3)c(Cl)nc2c1	-3	-3	2	.	1	0	.
O=c1[nH]c(O)c(C=Nc2ccc(Cl)cc2Cl)c(=O)[nH]1	-3	-4	-2	.	.	-17	.
CN1C(=O)c2cc(NC(=O)c3cccc(Cl)c3)ccc2OC[C@H]2O[C@@H](CC(=O)NC3CCCCC3)CC[C@@H]21	2	0	-20	.	0	-6	.
Cc1[nH]c2ccccc2c1C(=O)C(C)OC(=O)c1ccccc1NCCO (configuration not stated)	-1	-1	-2	6	-3	8	24
Cc1cccc(CCNC(=O)Cn2ncc3c([nH]c4ccc(C)cc43)c2=O)c1	.	-4	-2	4	-12	2	-5
C[C@@H]1CCCCO[C@H](CN(C)C(=O)C2CCCCC2)[C@@H](C)CN([C@H](C)CO)C(=O)c2cc(NC(=O)c3ccccc3)ccc2O1	1	0	3	.	-11	.	3
Cc1ccccc1N1CCN(Cc2ccc(Br)o2)CC1	-2	-2	-4	-6	10	-1	-1
Cn1cnc2c1c(=O)n(Cc1cccc(Br)c1)c(=O)n2C	.	.	.	9	.	16	4
CCOc1ccc(C(=O)NC(=S)Nc2cccc(S(=O)(=O)NC3=NCCC3)c2)cc1	9	0	0	.	-22	11	.
Cc1ccc(C(=O)NCCSc2snnc2C)cc1	.	.	.	-1	-20	.	33
Cc1ccc(C2CC2c2n[nH]c(=S)n2-c2ccc(C)cc2)cc1 (configuration not stated)	6	7	-1	118*	2	.	2
O=C(COC(=O)c1nc(-c2ccccc2)n(-c2cccc(C(F)(F)F)c2)n1)NCc1cccs1	0	-2	-2	.	8	-7	.
COc1ccc(NC(=O)C2C3C=CC(C3)C2C(=O)NCc2ccccn2)c(OC)c1 (configuration not stated)	.	.	.	4	.	-24	-1
O=C(NCC1CC1)Nc1ccccc1F	1	-1	-2	5	1	0	13
Cc1ccc(S(=O)(=O)Nc2ccc3c(c2)CC(=O)N([C@H](C)CO)C[C@H](C)[C@H](CN(C)C(=O)Nc2c(C)noc2C)O3)cc1	1	8	0	.	1	.	.
COc1ccc(C)cc1NC(=O)c1nnn(Cc2cccc(C(F)(F)F)c2)c1N	1	-5	3	.	3	.	.
O=C(CN1CC(c2ccccc2)CC1=O)Nc1ccc2c(c1)OCO2 (configuration not stated)	-2	-6	-1	-12	-13	-3	-4
O=C([C@H]1O[C@@H](n2ccc(=O)[nH]c2=O)[C@H](O)[C@@H]1O)N1CCN(Cc2ccccn2)CC1	-2	-2	5	.	-8	-2	.
O=C(N=C1SC2CS(=O)(=O)CC2N1c1ccccc1)C1CCCCC1 (configuration not stated)	-4	1	0	4	-14	-1	0
CCOC(=O)C1=CCN(S(=O)(=O)c2ccc(F)cc2)C1c1cccc(F)c1 (configuration not stated)	-2	4	-22	5	5	-6	1
O=C(CSc1nc2[nH]ncc2c(=O)n1-c1ccccc1Cl)N1CCCC1	2	1	-2	.	-1	-3	.
CCN(Cc1ccccc1)c1ccc(N=Nc2nn(C)c(C)c2[N+](=O)[O-])cc1	-2	2	2	.	-45	0	.
CCOc1c2ccc(C(=O)NCc3cc(C(F)(F)F)cc(C(F)(F)F)c3)cc2nn1C	1	.	-1	17	.	-2	-14
C[C@@H]1CN([C@H](C)CO)C(=O)c2cc(N(C)C)ccc2O[C@H]1CN(C)C(=O)Nc1cccc2ccccc12	3	-11	8	-6	-10	8	2
CCN1CCc2nc(NC(=O)c3ccccc3)sc2C1	.	.	.	1	.	0	-51
COc1cc(CNc2ncnc3c2ncn3[C@H]2CN(CCN3CCOCC3)C[C@@H](CO)O2)cc(OC)c1OC	7	.	-6	3	-2	2	3
O=[N+]([O-])/C(C(Cl)=C(Cl)Cl)=C(/NC1CC1)Sc1ccccc1	4	-2	?	21	-8	-7	0
O=C(Nc1cccc(C(F)(F)F)c1)C(Sc1cccc[n+]1[O-])c1ccccc1 (configuration not stated)	-2	-3	-8	.	11	4	.
Cc1ccccc1SCC(=O)OCC(=O)NCc1ccccc1	3	5	-9	-2	6	-7	0
CCCc1cc(=O)[nH]c(SCCN2C(=O)c3ccccc3C2=O)n1	5	-2	-1	.	15	-4	.
CCOC(=O)C1CCN(C2=NC(=O)/C(=C/c3ccc(O)cc3)S2)CC1	1	0	0	1	4	0	9
Cc1ccc(C(=O)NCC(=O)Nc2ccc(F)c(F)c2F)cc1	3	-1	1	-27	12	-9	2
COC(=O)c1ccc(S(=O)(=O)N2CCCCC2)o1	0	-1	2	0	7	.	5
CCN(CC)C(=O)Cn1cc(C(=O)C(=O)NCCc2ccc(S(N)(=O)=O)cc2)c2ccccc21	-1	4	2	.	17	-4	.
CCn1c(=N)n(CC(=O)c2ccc(OC)c(OC)c2)c2ccccc21	2	-1	1	.	-5	.	.
CN(C)C(=O)C[C@H]1CC[C@@H]2[C@H](COC[C@H](O)CN2Cc2nccs2)O1	0	-3	28	-4	8	4	0
O=C(C[C@H]1CC[C@H]2[C@@H](COC[C@@H](O)CN2C(=O)c2ccccc2F)O1)N1CCCCC1	-2	-1	5	0	-2	-16	-5
CCOc1cccc(C(=O)NC2=NCCS2)c1	0	0	-3	-1	-44	-3	4
COc1ccc(S(=O)(=O)Nc2ccc3c(c2)C(=O)N([C@H](C)CO)C[C@H](C)[C@H](CN(C)S(=O)(=O)c2c(C)noc2C)OCCCC[C@H](C)O3)cc1	-2	2	-1	.	15	-7	14
CCCNC(=O)COc1coc(CN2CCN(c3ccc(F)cc3)CC2)cc1=O	2	-4	-1	-5	-2	-4	-5
CCCC(=O)N1CC2(CN(C(=O)C3CCC3)C2)c2c(n(C)c3cc(OC)ccc23)[C@@H]1CO	0	-6	4	.	-6	.	.
CCCCc1ccc(-n2nnnc2SCC(=O)Nc2cc(OC)c([N+](=O)[O-])cc2C)cc1	.	.	.	-9	-7	0	-12
C[C@@H]1CCCCO[C@H](CN(C)C)[C@H](C)CN([C@@H](C)CO)C(=O)c2cc(NS(=O)(=O)c3cccs3)ccc2O1	1	0	4	.	-9	-8	-4
CCCC(=O)Nc1ccc2c(c1)C(=O)N(C)[C@H]1CC[C@H](CC(=O)NCc3ccccc3)O[C@H]1CO2	3	-4	3	4	1	.	5
O=C(Nc1ccc(-c2cn3c(n2)SCC3)cc1)c1ccco1	0	-1	-3	.	.	-7	.
CNC(=S)N1N=C(c2ccccc2)CC1c1ccccc1Cl (configuration not stated)	-1	0	3	-11	.	-1	-6
CCOc1ccc(NC(=O)CN(C)C(=O)c2c(-c3c(F)cccc3Cl)noc2C)cc1OCC	3	-1	-7	0	11	7	3
CCN1[C@@H]2c3ccc(-c4ccc(OC)cc4)c(=O)n3C[C@@H]2[C@@H](CO)[C@@H]1C(=O)NCCN1CCCCC1	0	-24	-2	-1	1	.	-4
Clc1cccc(CSc2ncn(-c3ccccc3)n2)c1	2	-2	-1	21	-51	6	42*
O=C(Oc1cccnc1)c1cc(S(=O)(=O)N2CCOCC2)ccc1Cl	0	-1	11	37	-3	.	-2
Cc1c(CN(C)C)c2c(n1Cc1ccccc1)C(=O)c1ccc(Br)cc1-2	.	.	.	-13	.	14	-17

Of the compounds above, 9 contain an NH in an aromatic ring:
SMILES	Casp6 inh	SIRT5 block	S100A4 MyoIIA	Statin myotox sup	LGR2 antag	FN deposition inh	esBAF inh
CCOc1ccc(OCCC(=O)N(CCC(C)C)c2c(N)n(Cc3ccccc3)c(=O)[nH]c2=O)cc1	-4	0	-1	-14	15	3	-7
Cc1cc(SCc2ccc(C(F)(F)F)cc2)nc(=O)[nH]1	0	-2	1	4	-2	4	1
O=c1[nH]c(O)c(C=Nc2ccc(Cl)cc2Cl)c(=O)[nH]1	-3	-4	-2	.	.	-17	.
Cc1[nH]c2ccccc2c1C(=O)C(C)OC(=O)c1ccccc1NCCO (configuration not stated)	-1	-1	-2	6	-3	8	24
Cc1cccc(CCNC(=O)Cn2ncc3c([nH]c4ccc(C)cc43)c2=O)c1	.	-4	-2	4	-12	2	-5
Cc1ccc(C2CC2c2n[nH]c(=S)n2-c2ccc(C)cc2)cc1 (configuration not stated)	6	7	-1	118*	2	.	2
O=C([C@H]1O[C@@H](n2ccc(=O)[nH]c2=O)[C@H](O)[C@@H]1O)N1CCN(Cc2ccccn2)CC1	-2	-2	5	.	-8	-2	.
O=C(CSc1nc2[nH]ncc2c(=O)n1-c1ccccc1Cl)N1CCCC1	2	1	-2	.	-1	-3	.
CCCc1cc(=O)[nH]c(SCCN2C(=O)c3ccccc3C2=O)n1	5	-2	-1	.	15	-4	.

Compound activity as filed in PubChem BioAssay.
